ELG1 genotox: inducers of genotoxicity in HEK293T ELG1-luciferase cells. HEK293T ELG1-luciferase reporter, luminescence, 16 h. Potency, µM (highest dose often 46 µM), for inactives: at the top dose activity change, positive = activation, most hits filed as activators. actives 1.3% (n = 330,000). AID 504466; further: potency means the concentration at half of the fitted maximal effect; % of control where 0% means no effect; nearly all actives have a fitted effect of over 60% in size
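Step 1: seed 2,000 HEK293T ELG1-luciferase cells per well. Step 2: add compound or DMSO, incubate 16 hr at 37 °C. Step 3: ONE-Glo, 30 min at room temperature, read luminescence.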
Gal4-VP16 FLuc: inhibits Gal4-VP16 luciferase reporter, ROR gamma counter-screen; Drosophila S2 Gal4-VP16 UAS-luciferase, luminescence, 20 h; Potency, µM (doses to about 53.6 µM), for inactives: at the top dose activity, negative = inhibition, most hits filed as inhibitors; actives 3.5% (n = 310,000);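 further: Gal4-VP16 expression switched on by copper sulfate through the metallothionein promoter; potency means the concentration at half of the fitted maximal effect; on the % scale 0 is the no-effect control and ±100 the full control effect; nearly all actives have a fitted effect of over 50% in size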
NPC1 promoter act: activators of NPC1 promoter; Huh7 NPC1 promoter luciferase reporter, 24 h; Potency, µM (doses to about 9.22 µM), for inactives: top-dose activation, hits mostly activators; actives 2.4% (n = 320,000);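 further: potency means the concentration at half of the fitted maximal effect; % of control where 0% means no effect; nearly all actives have a fitted effect of over 60% in size; reporter is driven by a mutant NPC1 promoter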
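Compounds in DMSO were transferred onto Huh7 NPC1-luciferase reporter cells pre-incubated 2 h; after 24 h at 37 °C, Amplite reagent was dispensed and luminescence recorded 10 min later.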
RORg inh: ROR gamma (mouse) transcription inhibition. P51450. Drosophila S2 Gal4-RORgamma UAS-luciferase reporter, 20 h. Potency, µM (top dose mostly 53.6 µM), inactives show at the highest dose activity change, negative = inhibition, actives largely listed as inhibitors. actives 5.4% (n = 310,000). AID 2551; further: potency means the concentration at half of the fitted maximal effect; on the % scale 0 is the no-effect control and ±100 the full control effect; nearly all actives have a fitted effect of over 60% in size
Target sequence (P51450 whole entry, looked up, the tested form may be a part): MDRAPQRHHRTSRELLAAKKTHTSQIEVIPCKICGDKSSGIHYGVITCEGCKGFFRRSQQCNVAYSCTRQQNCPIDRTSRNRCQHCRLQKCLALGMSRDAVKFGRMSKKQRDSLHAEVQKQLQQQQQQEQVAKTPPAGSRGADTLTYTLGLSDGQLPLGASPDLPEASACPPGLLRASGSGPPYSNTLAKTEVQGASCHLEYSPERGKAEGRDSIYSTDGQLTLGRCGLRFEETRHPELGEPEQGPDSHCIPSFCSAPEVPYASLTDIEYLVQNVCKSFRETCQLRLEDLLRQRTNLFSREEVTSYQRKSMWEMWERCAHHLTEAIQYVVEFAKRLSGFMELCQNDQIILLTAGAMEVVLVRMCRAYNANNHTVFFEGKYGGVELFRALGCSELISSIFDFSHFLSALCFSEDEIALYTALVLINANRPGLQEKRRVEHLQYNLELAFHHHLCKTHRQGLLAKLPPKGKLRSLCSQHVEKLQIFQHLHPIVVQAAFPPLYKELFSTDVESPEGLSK
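Read-out: Photinus luciferase luminescence; inhibitors lower reporter signal. Insect Schneider cells with Gal4-ROR gamma fusion under metallothionein promoter, UAS reporter; 700 uM final copper sulfate induction, 20 hr, ambient temperature.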
Tb PFK inh: blocks T. brucei phosphofructokinase | actives 0.17% (n = 330,000) | Potency, µM (highest dose often 57.5 µM), inactives show at the highest dose activity, negative = inhibition, usual class: inhibitors | O15648 | T. brucei PFK, ADP-Glo luminescence | AID 485367;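 further: potency means the concentration at half of the fitted maximal effect; 0% = uninhibited 1x PFK enzyme wells and -100% = no-enzyme wells; nearly all actives have a fitted effect of over 60% in size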
Target sequence (O15648 whole entry, looked up): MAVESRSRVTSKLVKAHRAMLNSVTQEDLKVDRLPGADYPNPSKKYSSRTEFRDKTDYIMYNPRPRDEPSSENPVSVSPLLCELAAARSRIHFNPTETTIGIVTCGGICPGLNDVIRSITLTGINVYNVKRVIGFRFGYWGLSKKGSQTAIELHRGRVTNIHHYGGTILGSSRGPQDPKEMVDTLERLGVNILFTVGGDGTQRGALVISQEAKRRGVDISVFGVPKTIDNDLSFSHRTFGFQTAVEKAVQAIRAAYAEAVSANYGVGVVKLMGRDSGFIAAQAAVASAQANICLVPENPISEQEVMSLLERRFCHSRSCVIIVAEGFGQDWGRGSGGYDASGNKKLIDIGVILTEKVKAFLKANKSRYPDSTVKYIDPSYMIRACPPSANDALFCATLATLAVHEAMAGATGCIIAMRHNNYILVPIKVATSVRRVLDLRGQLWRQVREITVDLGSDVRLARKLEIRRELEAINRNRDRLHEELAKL
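ADP-Glo luminescence quantified ADP after 45 min at room temperature, with 1.25 nM T. brucei PFK, 0.1 mM ATP and 0.5 mM fructose-6-phosphate in pH 8.0 TEA buffer. qHTS titrations up to 57 µM; curves classified by quality.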
FLuc counter: inhibits or activates purified firefly luciferase, miR-21 counter-screen; P08659; purified FLuc, Km substrates, luminescence inhibition; Potency, µM (titrated, usually from 57.5 µM), for the others: top-dose activity change, negative = inhibition, usual class: inhibitors; actives 6.9% (n = 360,000);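 further: potency means the concentration at half of the fitted maximal effect; plate controls were vehicle for no effect and reference inhibitor for full effect; nearly all actives have a fitted effect of over 55% in size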
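Biochemical qHTS of compounds, final roughly 60 µM downward over six points, against 10 nM purified firefly luciferase using Km concentrations of substrates (10 uM D-luciferin, 10 uM ATP) in Tris acetate pH 7.5 buffer; luminescence output.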
KCNH2 3.1 block: inhibitors of human KCNH2 3.1 potassium channel isoform. U2OS KCNH2 3.1, thallium flux FluxOr; stronger effect = lower value. activity change, % (tested at about 1.8 µM). actives 0.95% (n = 340,000). AID 720553;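 active means maximum activity change below -70%; inconclusive means maximum activity change from -70% to -50%; inactive means maximum activity change above -50%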;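 further: thallium influx rate constant from kinetic fluorescence after stimulation buffer; on the % scale 0 is the no-effect control and ±100 the full control effect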
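Channel expression came from 3.1 mutant virus (1.77 x 10^8 /mL) applied to suspended U2OS cells for 4 h. Flux was tracked with FluxOr dye plus Red40 quencher, and kinetic rate constants normalized to controls.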
Giardia kill: kills Giardia lamblia. Giardia lamblia trophozoite viability. actives 0.15% (n = 340,000). activity change, % at 7.66 µM, hits read low; in the data active means activity change below about -80%; inconclusive means between about -30% and that limit;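 further: parasites exposed to compound for two days anaerobically before the ATP read; on the % scale 0 is the no-effect control and ±100 the full control effect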
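Trophozoite viability was measured as ATP-dependent luminescence, read 15-30 min after reagent addition. Before that, parasites at 100 cells/well were exposed to compounds for 48 h, anaerobically, at 37 deg C.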
uPA surface inh: cell surface uPA generation inhibition | cell surface uPA generation assay, qHTS | Potency, µM (doses to about 38.3 µM), without a hit: at the top dose activity change, negative = inhibition, most hits filed as inhibitors | actives 0.31% (n = 330,000) | AID 540303; active means well fitted inhibition curve with a large enough effect; inconclusive means small, poorly fitted or top-dose-only effect; inactive means no such curve, though single readings can be large or run the other way; tested in mouse RAW 264.7 cells; further: potency means the concentration at half of the fitted maximal effect; on the % scale 0 is the no-effect control and ±100 the full control effect; nearly all actives have a fitted effect of over 55% in size
Rab9 prom act: activators of Rab9 promoter; Huh7 Rab9 promoter-luciferase reporter, luminescence, 24 h; Potency, µM (top dose mostly 9.22 µM), without a hit: at the highest dose activation, negative = inhibition, usual class: activators; actives 2.8% (n = 320,000); further: potency means the concentration at half of the fitted maximal effect; % of control where 0% means no effect; nearly all actives have a fitted effect of over 60% in size
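Promoter activation is measured as luciferase luminescence in Huh7 cells stably transfected with a Rab9 promoter–luciferase construct, following 24 h compound exposure at 37 °C and 10 min reagent incubation at ambient temperature.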
FBPA coupling cs: inhibits coupling enzyme system, counter-screen for aldolase hits | coupling enzyme system counterscreen, AmpLite Red fluorescence | activity change, negative = inhibition, % at 58.2 µM, hits read low | actives 0.67% (n = 290,000); in the data active means activity change below about -30%; further: on the % scale 0 is the no-effect control and ±100 the full control effect
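Final compound at 57.5 uM, incubated 10 min at RT with coupling enzyme reagent (glyceraldehyde-3-phosphate), then 20 min with substrate and AmpLite Red detection. Fluorescence read at 525/598 nm; tests interference with the coupling assay, not aldolase inhibition.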
Starred values were filed as active, the others as inactive; u = inconclusive; x = not tested or not shown; & = joins results of further samples; [ ] = another dose, or the depositor's remark. Unless noted, the call rests on the fitted dose curve; in most records, active means well fitted curve in the direction sought with a large enough effect; inconclusive means small, poorly fitted or top-dose-only effect, or another doubt; inactive means no such curve, though single readings can be large; an effect the other way counts as inactive or inconclusive.

molecule	ELG1 genotox	Gal4-VP16 FLuc	NPC1 promoter act	RORg inh	Tb PFK inh	FLuc counter	KCNH2 3.1 block	Giardia kill	uPA surface inh	Rab9 prom act	FBPA coupling cs
CCc1ccc(NC(=O)CSc2nc3ccccc3c(=O)n2CCN2CCOCC2)cc1	-4%	-1%	0%	42%	-1%	2%	5	13	4%	-7%	-3
CCOC(=O)c1c(N)c(C#N)nn1-c1ccccc1C(=O)OC	4%	x	0%	-20%[0.365 µM]	-9%	4%	x	x	x	0%	0
COC(=O)[C@@]1(Cc2ccc(F)cc2)[C@H]2c3cc(C(=O)N(C)C)n(CCc4ccccn4)c3C[C@H]2CN1C(=O)c1ccccc1	0%	7%&-3%	0%	39%&28%	-7%	-2%	3	0	-6%	-4%	-2&3
CCOc1ccc(NS(=O)(=O)c2ccc(C(=O)NCC(c3ccco3)N3CCCC3)cc2)cc1 (stereo unspecified)	-1%	x	-2%	x	2%	1%	-18	3	1%	-6%	x
CCOC(=O)c1c(-c2ccc(F)cc2)csc1NC(=O)C1CCCO1 (stereo unspecified)	x	7%	-3%	13%	-7%	-11%	-5	1	-3%	-10%	5
O=C(CCNc1n[nH]c(=O)[nH]c1=O)N/N=C/c1ccccc1Br	3%	-9%	5%	-9%	-3%	-1%	-6	1	7%	1%	-1
O=C1N(CN2CCC3(CC2)OCCO3)c2ccccc2C12OCCCO2	0%	0%	-1%	6%	0%	0%	19	-12	x	-5%	0
C/C(=N\NC(=O)c1ccc(Cl)cc1)c1cccc(NC(=O)C(C)C)c1	5%	-6%	1%	11µM*	2%[0.46 µM]	u	0	14	-2%	11%	-1
Cc1nc(NC(C)c2ccccc2)sc1C(=O)Nc1ccccc1 (stereo unspecified)	3%	-9%	-8%	-6%	-2%	4%	6	6	u	1%	4
COc1ccccc1/C=N/NC(=S)NCc1ccco1	-2%	11µM*	2%	2µM*	0%	-3%	2	-2	1%	1%	0
Cc1ccc(NC(=O)COC(=O)Cn2cnc3c2c(=O)n(C)c(=O)n3C)cc1Cl	4%	3%	-3%	-19%	-7%	-7%	0	-16	0%	0%	2
Cc1ccc(SCCN2CCN(CC(C)C)CCC2=O)cc1	12%	-8%&-11%	23%	15%&4%	-10%	u	x	10&-10	8%	20%	2&-1
C#CCOCCOCCOCCNc1nc(N2CCOCC2)nc(N2CCN(C(=O)[C@H](Cc3cc4ccccc4[nH]3)n3cc([C@@H](N)CC(C)C)nn3)CC2)n1	7%	4%	3%	-25%	-3%	1%	8	9	5%	1%	-4
Cc1ccc(NC(=S)NNC(=O)c2ccccc2O)c(C)c1	-4%	3%	-10%	1%	-4%	u	-1	-10	-4%	9%	16
O=[N+]([O-])c1ccc(N/N=C\c2cccnc2)nc1	10%	5%	13%	-2%	-5%	-9%	-95*	10	16%	30%	0
CCn1c(SCC(=O)c2ccccc2)nnc1-c1ccoc1C	2%	22%	28%	-1%	-5%	u	-7	1	-2%	23%	0
Cc1c(/C(O)=C2\C(=O)C(=O)N(CCN(C)C)C2c2ccco2)cnn1-c1ccccc1 (stereo unspecified)	9.2µM*	-10%	u	-42%	0%	27µM*	-4	-1	-3%	u	1
O=C(COc1ncnc2sccc12)N1CCN(S(=O)(=O)c2ccc(Cl)cc2)CC1	-3%	4%	1%	27%	1%	5%	15	-11	1%	0%	4
Cc1ccc(-c2[nH]c3ccccc3c2SCCN)cc1	-8%	-7%	10%	-14%	5%	0%	-10	-4	11%	0%	-4
O=C(NCCc1cn2ccccc2n1)C1CCCCC1	12%	22%	0%	2%	-8%	3%	-13	13	2%	-1%	2
NC(=O)C1CCN(c2nc(-c3ccccc3C(F)(F)F)cs2)CC1	u	x	-5%	x	1%&-9%	4%	x	23	1%	-3%	x
Cc1[nH]c2ccccc2c1N=Nc1cccc(C(=O)O)c1	19%	-23%	3.2µM*	-10%	3%	11µM*	-4	10	1%	2.2µM*	7
COc1ccc(C2(NC(C)=O)CCN(Cc3cccnc3)CC2)cc1	0%	-7%	5%	2%	1%	-1%	-1	-4	-2%	0%	-1
COc1ccc(/C=C/C(=O)c2ccc([N+](=O)[O-])o2)cc1OC	u	x	-36%[inhibitor]	x	2%	-8%	-6	-3	2.5µM*	-39%[inhibitor]	x
COc1cc2cc(C[C@H](C)O)oc(=O)c2cc1OC	7%	x	2%	x	-1%	2%	2	u	1%	-5%	x
CCC(c1nnc(SCC(=O)N2CC3(C)CC2CC(C)(C)C3)o1)N(C)C (stereo unspecified)	1%	0%	-1%	-12%	-6%	0%	-1	-4	0%	-3%	9
CCN(CC)CCNC(=O)c1ccc(NC(=O)c2c(C)nn(-c3ccc(F)cc3)c2Cl)cc1	3%	-1%	0%	u	4%	-3%	-17	18	-8%	1%	1
CCS(=O)(=O)NCCc1csc(C)n1	0%	-4%	0%	-10%	2%	0%	35	-9	0%	5%	0
O=C(CN1C(=O)c2cccc3cccc1c23)N1CCN(c2ccc(F)cc2)CC1	6%	1%	6%	-2%	-2%	0%	-1	18	7%	2%	5
CCCNC(=O)C1CC(c2cccc(F)c2)=NO1 (stereo unspecified)	7%	11%	-2%	13%	1%	0%	18	1	2%	-7%	5
NC(=S)N/N=C/c1ccc2c(c1)OCCO2	u	u	23%	11µM*	4%	u	-26	-15	x	u	12
Cn1c2ccccc2c2cc(C(=O)N3CCN(CCO)CC3)sc21	5%	-4%	2%	-33%	5%	-4%	-5	6	1%	-2%	-5
CC(C(=O)N1CCC(C(N)=O)CC1)N(c1ccc(Oc2ccccc2)cc1)S(C)(=O)=O (stereo unspecified)	-2%	-1%	-6%	34%	1%	0%	-4	8	x	-1%	3
CCCS(=O)(=O)N1CCC(Cc2ccc(OC)cc2)(C(=O)OCC)CC1	5%	-16%	-4%	14%	-1%	u	-11	7	7%	3%	-1
COc1ccccc1OCCCOc1c(Cl)cc(C)cc1Cl	0%	0%	-1%	1%[10 µM]	2%	u	-5	-4	11%	2%	1
Cc1cccc(C)c1-n1c(C)cc(/C=N/NC(=O)CSc2ncccn2)c1C	9%	16µM*	2%	u	1%	u	0	-19	-1%	-2%	-2
O=C(NNC(=O)c1cccs1)c1ccccc1	8%	5%	9%	1%	1%	-10%	-11	3	17%	u	1
Cc1cccc(OCc2nnc(SCC(=O)N3CC(=O)Nc4ccccc43)o2)c1	-7%	-3%	1%	14%	-5%	-5%	-12	-5	-21%	0%	1
Cc1ccc(S(=O)(=O)N(CC(=O)NCCSCc2ccco2)c2ccc(F)cc2)cc1	-6%	-19%	-1%	0%	1%	1%	x	x	x	-2%	0
O=C(Nc1c(C(=O)O)[nH]c2ccc(F)cc12)c1cccc(C(F)(F)F)c1	0%	-2%	-5%	17%	1%	u	10	-14	4%	2%	-14
Cc1nc(-c2ccc(S(=O)(=O)Nc3cccc(Cl)c3)cc2)co1	0%	-19%	6%	0%	0%	1%	-18	-13	5%	-8%	3
O=C(O)CC(C(=O)N(c1ccccc1)c1ccccc1)N1CCOCC1 (stereo unspecified)	2%	1%	-7%	-12%	-5%	4%	1	-13	3%	3%	17
Cc1ccc(CN2CCSc3ccc(C(=O)NCCCN4CCN(C)CC4)cc32)cc1	-1%	-15%	-2%	-2%	11%	2%	-2	11	u	-1%	x
O=C(Nc1cccc(Cl)c1)c1nc[nH]c1C(=O)N1CCN(c2ccccc2)CC1	7%	x	-2%	x	0%	0%	-1	14	-1%	-3%	x
Cc1nnc(SCCC(=O)Nc2ccc(F)cc2)s1	0%	2%	-1%	0%	0%	1%	27	-1	3%	1%	0
Cn1cc(CN2CCN(Cc3ccccc3)CC2)c(-c2cccc(Cl)c2)n1	0%	-15%	-5%	5%	-2%	5%	-99*	9	6%	-2%	-1
CC(=O)Nc1ccc(NC(=O)CSc2nnnn2-c2ccc3c(c2)OCCO3)cc1	u	-11%	-4%	2%	8%	5%	-38	-2	-3%	-4%	2
O=C(CO/N=C/c1ccccc1)Nc1c(F)c(F)c(F)c(F)c1F	-2%	-1%	-1%	8%	6%	2%	16	1	1%	0%	3
Cc1cccc(CS(=O)(=O)Cc2ccc(C(=O)NCCc3ccccc3)o2)c1	-1%[9.26 µM]	-1%	0%	-6%	5%	0%&1%	15	19	5%	-3%	-2

Screens from PubChem BioAssay.
